# Compound activity (PubChem)
# Tau fluor cs: counter-screen for tau fibril formation inhibitors; tau K18 P301L Alexa594 fluorescence, heparin fibrillization; Potency, µM (doses to about 57.7 µM), for inactives: top-dose activity change, negative = decrease; 280,000 tested, 0.93% active; AID 1463; further: nearly all actives have a fitted effect of over 55% in size
#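 Human tau K18 P301L (15 uM unlabeled, 0.24 uM Alexa 594-labeled) in 100 mM sodium acetate pH 7 with 20 uM heparin, 6 hr at 37 C. ThT 30 uM added, 1 hr ambient; Alexa 594 FP and total fluorescence read at 555/632 nm.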
# Tau fibril FP: inhibitors of human tau fibril formation | P10636 | K18 P301L tau heparin fibrillization, Alexa594 FP, 6 h | Potency, µM (highest dose often 57.7 µM), inactives show at the top dose activity, negative = inhibition, usual class: inhibitors | 280,000 tested, 0.39% active | AID 1468; further: nearly all actives have a fitted effect of over 55% in size
# Target sequence (P10636 561-689 P618L limits assumed): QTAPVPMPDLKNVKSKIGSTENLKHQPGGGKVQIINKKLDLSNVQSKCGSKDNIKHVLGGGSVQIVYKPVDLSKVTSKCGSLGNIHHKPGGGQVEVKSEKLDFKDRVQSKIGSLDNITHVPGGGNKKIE
#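 Read-out: fluorescence polarization of Alexa 594-labeled tau (0.24 uM), 555 nm excitation, 632 nm emission. Mixtures held 15 uM unlabeled K18 P301L, compound and 20 uM heparin, pH 7 acetate buffer, incubated 6 hr at 37 C.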
# TR SRC2 fluor cs: Texas Red fluorescence interference in TRb-SRC2 counter-screen; TRb/SRC2 Texas Red total fluorescence interference; Potency, µM (highest dose often 106 µM), for the others: at the top dose fluorescence change, negative = quenching; 280,000 tested, 0.29% active; active means well fitted curve in either direction with a large enough effect; inconclusive means small, poorly fitted or top-dose-only effect
#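 Human TRb ligand-binding domain at 0.6 uM with 20 nM Texas Red SRC2 peptide in Tris buffer containing 1 uM T3 and 5% DMSO, incubated with compound 5 h at ambient temperature. Total fluorescence (555/632 nm) calculated as parallel + 2 × perpendicular.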
# Tau fibril ThT: tau fibrillization inhibition (ThT binding) | recombinant tau K18 P301L (four-repeat tau fragment), heparin-induced fibrillization, ThT fluorescence | Potency, µM (doses to about 57.4 µM), for the others: at the highest dose activity, negative = inhibition, usual class: inhibitors | 270,000 tested, 2.1% active | AID 1460; further: nearly all actives have a fitted effect of over 55% in size
#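 Tau K18 P301L fragment (15 uM unlabeled plus 0.24 uM Alexa 594-labeled) in 100 mM sodium acetate pH 7 with compound, fibrillization induced by 20 uM heparin for 6 hr at 37 C. Thioflavin T (30 uM) added, fluorescence read after 1 hr (ex 450, em 510 nm).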
# ALDH1A1 inh: blocks purified human ALDH1A1 activity. 220,000 tested, 7.3% active. Purified ALDH1A1, NADH fluorescence, propionaldehyde substrate. Potency, µM (top dose mostly 75.3 µM), inactives show at the top dose activity, negative = inhibition, actives largely listed as inhibitors. P00352; active means well fitted inhibition curve with a large enough effect, not every such curve was filed as active; inconclusive means small, poorly fitted or top-dose-only effect, or another doubt; inactive means no such curve, though single readings can be large or run the other way;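 further: plate controls were no enzyme wells and a reference inhibitor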
# GLA spleen mod: inhibits or activates alpha-galactosidase in human spleen homogenate; human spleen homogenate, 4MU-alpha-Gal fluorescence, 40 min; AID 2107; 240,000 tested, 0.008% active; P06280; Potency, µM (titrated, usually from 80 µM), for inactives: at the top dose activity change, negative = inhibition, actives largely listed as inhibitors;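 further: 0% = enzyme with vehicle and -100% = no enzyme basal signal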
#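 Inhibition or activation of alpha-galactosidase in human spleen homogenate is scored by 4-MU fluorescence after 40 min at 37C, pH 5.0, with 1 mM substrate. AC50s come from concentration-response fitted to the Hill equation.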
# TRb SRC2 PPI: inhibitors of human thyroid hormone receptor beta-SRC2 interaction; 280,000 tested, 0.065% active; Potency, µM (series often up to 106 µM), for the others: at the highest dose activity change, negative = inhibition, usual class: inhibitors; AID 1469; TRbeta-SRC2 peptide binding, fluorescence polarization; receptor liganded with 1 µM T3;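 further: plate controls were bound peptide for no effect and peptide without receptor for full effect; nearly all actives have a fitted effect of over 50% in size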
#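 Polarization signal, normalized between peptide-alone and full complex controls, measured compound effects on T3-liganded human TRb LBD (0.6 uM) binding 20 nM Texas Red SRC2 peptide after 5 hr.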
# L3MBTL1 inh: L3MBTL1 (human) inhibition; Q9Y468; AlphaScreen L3MBTL1–H3K9me1 peptide binding; Potency, µM (top dose mostly 57.1 µM), for inactives: top-dose activity, negative = inhibition, usual class: inhibitors; 230,000 tested, 0.66% active; further: nearly all actives have a fitted effect of over 60% in size
# Target sequence (Q9Y468 whole entry, looked up): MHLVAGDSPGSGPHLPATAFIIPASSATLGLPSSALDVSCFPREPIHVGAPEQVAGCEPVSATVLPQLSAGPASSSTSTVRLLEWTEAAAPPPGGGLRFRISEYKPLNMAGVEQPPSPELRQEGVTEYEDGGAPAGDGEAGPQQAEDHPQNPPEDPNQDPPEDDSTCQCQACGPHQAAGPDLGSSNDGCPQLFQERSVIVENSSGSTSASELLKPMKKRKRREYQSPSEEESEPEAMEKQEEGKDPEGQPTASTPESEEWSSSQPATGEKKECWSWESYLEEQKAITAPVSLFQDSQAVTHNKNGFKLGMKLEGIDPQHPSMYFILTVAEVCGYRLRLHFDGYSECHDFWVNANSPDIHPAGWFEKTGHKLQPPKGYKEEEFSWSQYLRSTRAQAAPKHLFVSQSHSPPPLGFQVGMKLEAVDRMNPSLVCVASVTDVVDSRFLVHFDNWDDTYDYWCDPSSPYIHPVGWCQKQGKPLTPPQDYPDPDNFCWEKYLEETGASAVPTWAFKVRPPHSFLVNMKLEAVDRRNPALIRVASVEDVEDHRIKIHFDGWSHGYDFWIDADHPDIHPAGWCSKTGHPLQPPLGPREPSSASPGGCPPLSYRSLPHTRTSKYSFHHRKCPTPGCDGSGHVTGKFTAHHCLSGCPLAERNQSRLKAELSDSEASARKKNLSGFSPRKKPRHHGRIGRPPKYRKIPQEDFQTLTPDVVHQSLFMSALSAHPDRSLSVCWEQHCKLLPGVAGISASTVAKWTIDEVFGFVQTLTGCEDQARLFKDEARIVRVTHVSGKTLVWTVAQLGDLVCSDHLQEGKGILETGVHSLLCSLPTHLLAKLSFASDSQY
#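 L3MBTL1 50 nM + b-AHA-H3(1-15)K9me1 75 nM, 30 min RT; compound added, 30 min RT; streptavidin donor/Ni-chelate acceptor beads 10 ug/mL each final, 30 min RT dark; AlphaScreen read.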
# * hit, by the source's call; ? = inconclusive; . = no result given; [ ] = another dose, or the depositor's remark. Unless noted, the call rests on the fitted dose curve; in most records, active means well fitted curve in the direction sought with a large enough effect; inconclusive means small, poorly fitted or top-dose-only effect, or another doubt; inactive means no such curve, though single readings can be large; an effect the other way counts as inactive or inconclusive. Unless noted, on the % scale 0 is the no-effect control and ±100 the full control effect; potency means the concentration at half of the fitted maximal effect.
SMILES,Tau fluor cs,Tau fibril FP,TR SRC2 fluor cs,Tau fibril ThT,ALDH1A1 inh,GLA spleen mod,TRb SRC2 PPI,L3MBTL1 inh
CCOC(=O)C1CCN(C(=O)c2ccc3c(=O)n4nc(Nc5ccccc5)sc4nc3c2)CC1,-25%,1%,?,1%,.,.,1%,.
CC(C)C(OC(=O)C1=Cc2ccccc2OC1)C(=O)NC1CCCC1 (stereo not given),-1%,6%,-1%,-6%,-2%,-1%,0%,11%
CCOC(=O)c1ccc(N2CC3=C(C2=O)C(c2ccc(OC)cc2)NC(=O)N3C)cc1 (stereo not given),-3%,1%,-2%,1%,.,.,5%,.
COC(=O)c1[nH]c(C)c(/C(O)=C2\C(=O)C(=O)N(CCN(C)C)C2c2cc(OC)ccc2OC)c1C (stereo not given),3%,-1%,1%,-10%,-1%,4%,-3%,2%
COC(=O)c1ccc(COc2ccc(/C=N/Nc3nc(C)cc(=O)[nH]3)cc2)cc1,-12%,-10%,0%,?,.,-5%,-3%,-6%
CCOC(=O)c1nn(-c2ccc(C)cc2)cc1C(=O)c1ccccc1,-15%,-5%,-6%,-4%,?,?,-6%,.
CCOc1c2ccc(C(=O)NCc3ccc(OC(F)(F)F)cc3)cc2nn1C,1%,3%,-2%,-4%,3.2µM*,-2%,-7%,-10%
Cc1cc(Cl)ccc1OCC(=O)Nc1ccccc1CO,-11%,-3%,-5%,-5%,5%,10%,1%,.
COc1ccc(Cn2c(CCC(=O)Nc3ccc(Br)c(C)c3)nc3cccnc32)cc1,-20%,-10%,1%,22%,.,.,4%,.
O=C(O)C1Cc2ccccc2CN1S(=O)(=O)c1ccc(Cl)cc1 (stereo not given),2%,-5%,1%,0%,12%,4%,2%,-3%
CCOc1cc2[nH]c(=O)n(CCCCC(=O)NC3CCCCCC3)c(=O)c2cc1OCC,-10%,-3%,1%,-6%,7%,-1%,-5%,6%
NC(CSCC(=O)O)C(=O)O (stereo not given),0%,1%,-1%,-3%,10%,13%,2%,.
C=CCSC1=C(C#N)C(c2ccc(C(C)C)cc2)CC(=O)N1 (stereo not given),-13%,7%,0%,-13%,28µM*,-1%,-6%,.
Cn1c(=O)oc2cc(S(=O)(=O)CCC(=O)N3CCN(c4ccccc4F)CC3)ccc21,-14%,-9%,-3%,-8%,.,.,-3%,.
CC(C)COc1ccc(C(=O)NCC2(N3CCN(C)CC3)CCCCC2)cc1,-6%,-1%,0%,2%,.,.,-2%,.
CCCCOCCCNC(=O)COc1ccccc1,-2%,3%,3%,-4%,3%,-3%,0%,9%
CCOC(=O)C1CCN(c2c(Nc3ccc(C)c(C)c3)c(=O)c2=O)CC1,-1%,6%,-1%,.,.,4%,5%,.
O=C1CC(N2CCN(c3cccc(C(F)(F)F)c3)CC2)C(=O)N1c1ccccc1F (stereo not given),-14%,9%,-1%,-8%,20µM*,3%,-7%,-1%
COC(=O)CSC(C)C(=O)Nc1nnc(C(C)C)s1 (stereo not given),2%,-2%,-1%,0%,2%,-2%,-5%,.
N#CC1=C(N)Oc2[nH]c(=S)[nH]c(=O)c2C12C(=O)Nc1ccccc12 (stereo not given),-13%,?,-3%,?,?,1%,-6%,-10%

# Rewritten with bars between the fields: part of the list above.
Structure | Tau fluor cs | Tau fibril FP | TR SRC2 fluor cs | Tau fibril ThT | ALDH1A1 inh | GLA spleen mod | TRb SRC2 PPI | L3MBTL1 inh
NC(CSCC(=O)O)C(=O)O (stereo not given) | 0% | 1% | -1% | -3% | 10% | 13% | 2% | .
C=CCSC1=C(C#N)C(c2ccc(C(C)C)cc2)CC(=O)N1 (stereo not given) | -13% | 7% | 0% | -13% | 28µM* | -1% | -6% | .

# (list continues)
SMILES,Tau fluor cs,Tau fibril FP,TR SRC2 fluor cs,Tau fibril ThT,ALDH1A1 inh,GLA spleen mod,TRb SRC2 PPI,L3MBTL1 inh
O=C(COC(=O)CNC(=O)C12CC3CC(CC(C3)C1)C2)Nc1ccccc1,-5%,-1%,-1%,-1%,2%,-1%,-10%,.
Cc1cc([N+](=O)[O-])nn1CC(=O)N1CCc2ccccc2C1,1%,-7%,0%,-2%,-9%,14%,-17%,.
CO[C@H]1COC(=O)C/C=C\[C@@H](C)[C@H](OC)COC(=O)[C@H]2CCCN2C(=O)C/C=C\[C@@H]1C,-10%[11.6 µM],-10%[11.6 µM],3%[11.2 µM],-3%[11.5 µM],1%[13.5 µM],5%[17.5 µM],-3%[11.2 µM],.
CCOC(=O)c1cc2c(=O)n3ccccc3nc2n(CCCOC)c1=NC(=O)C(C)Oc1ccccc1 (stereo not given),-12%,7%,-2%,-12%,.,.,7%,.
Cc1cc(C)n(C(=O)CNC(=O)C(c2ccccc2)c2ccccc2)n1,2%,1%,2%,0%,-13%,-4%,4%,2%
Cc1ccc2c(=O)c(C(=O)c3ccc(F)cc3)cn(CC(=O)NCc3ccccc3)c2n1,-3%,-12%,-3%,5%,.,.,4%,.
CN(C)S(=O)(=O)c1cccc(NC(=O)COC(=O)c2cc(=O)c3ccccc3o2)c1,-8%,0%,-1%,-4%,-5%,-4%,1%,8%
CS(=O)(=O)N(CC(=O)N1CCC(C(N)=O)CC1)c1cc(C(F)(F)F)ccc1Cl,-11%,-13%,-5%,-9%,3%,-7%,2%,4%
CC(=O)c1cc(F)c(N2CCN(C(=O)COc3ccc(F)cc3)CC2)cc1C,-2%,6%,-4%,-16%,?,-15%,1%,2%
Cc1nc2cc(-c3ccccc3)nn2c(C)c1CCC(=O)Nc1ccc(F)cc1F,-27%,-16%,?,-13%,.,.,-1%,.
NCC(O)(c1ccc(Cl)cc1)c1ccc(Cl)cc1,-11%,-4%,-1%,-2%,3%,-7%,-3%,6%
Cc1c(C(=O)Nc2ccccc2Br)oc2ccc(S(=O)(=O)N3CCOCC3)cc12,-29%,-9%,0%,?,.,.,-7%,.
CCOC(=O)CSc1nc2ccc(C)cc2[nH]1,2%,12%,-3%,-10%,14%,-7%,8%,-3%
Cn1c2ccccc2c(=O)c2c(=O)n(-c3ccccc3)c(-c3ccc(C(C)(C)C)cc3)nc21,-16%,?,1%,?,?,-2%,0%,-2%
CN(c1ccccc1)S(=O)(=O)c1ccc(C(=O)Nc2nnc(C3CC3)o2)cc1,-10%,1%,-6%,-9%,-6%,4%,2%,12%
Cc1ccc(NC(=O)CSc2nc3ccccc3nc2N2CCOCC2)cc1,-29%,7%,1%,?,.,.,6%,9%
CCOC(=O)c1cc(C(C)(C)C)nc(SC)c1C#N,-23%,-14%,-1%,-15%,-1%,-1%,-3%,81%[activator]
CCCCCOC(=O)c1[nH]c2c(c1C)C(=O)CC(c1ccco1)C2 (stereo not given),-12%,4%,0%,-16%,28µM*,0%,10%,?
COc1ccc(/C=C/C(=O)c2ccccn2)cc1,-22%,-15%,2%,20µM*,?,12%,-4%,?
Cc1cccc(N(C)C(=O)CN2C(=O)COc3ccc(S(=O)(=O)N4CCCCCC4)cc32)c1,3%,3%,-1%,2%,.,.,-6%,.

# Limited to TR SRC2 fluor cs and Tau fibril FP, for 6 of the compounds above:
structure,TR SRC2 fluor cs,Tau fibril FP
Cc1cc(C)n(C(=O)CNC(=O)C(c2ccccc2)c2ccccc2)n1,2%,1%
Cc1ccc2c(=O)c(C(=O)c3ccc(F)cc3)cn(CC(=O)NCc3ccccc3)c2n1,-3%,-12%
NC(CSCC(=O)O)C(=O)O (stereo not given),-1%,1%
COc1ccc(Cn2c(CCC(=O)Nc3ccc(Br)c(C)c3)nc3cccnc32)cc1,1%,-10%
NCC(O)(c1ccc(Cl)cc1)c1ccc(Cl)cc1,-1%,-4%
CCOC(=O)c1cc(C(C)(C)C)nc(SC)c1C#N,-1%,-14%

# (list continues)
SMILES,Tau fluor cs,Tau fibril FP,TR SRC2 fluor cs,Tau fibril ThT,ALDH1A1 inh,GLA spleen mod,TRb SRC2 PPI,L3MBTL1 inh
CCCOc1ccc(-c2nc(C#N)c(NCC3CCCO3)o2)cc1 (stereo not given),?,?,-6%,?,?,4%,-2%,.
c1ccc(Cc2nnc(SCc3nc(-c4cccs4)no3)n2-c2ccccc2)cc1,-14%,1%,?,-12%,.,.,-4%,.
O=C(O)COc1ccccc1C(Nc1ccccn1)c1cc(Cl)c2cccnc2c1O (stereo not given),-21%,?,1%,13µM*,2%,0%,-1%,13%
Cc1ccc(Nc2ncnc3c2nnn3Cc2ccccc2)cc1,-7%,-4%,-2%,-7%,.,0%,0%,-5%
COCCCN(C(=O)Nc1ccc(C)c(C)c1)C(C)c1ccccn1 (stereo not given),-12%,2%,1%,-12%,1%,1%,-1%,1%
CSc1ccccc1NC(=O)C(=O)c1c[nH]c2ccccc12,?,10µM*,-3%,-1%,-1%,4%,8%,.
Cc1cc(C)n2nc(N)c(N=Nc3ccccc3)c2n1,-13%,4%,-4%,14µM*,.,2%,0%,-28%
O=C1CCC([N+](=O)[O-])C(c2cccc(Br)c2)N1 (stereo not given),7%,5%,0%,8%,5%,3%,-12%,-1%
Cc1nn(-c2ccccc2)c(C)c1/C=C/C(=O)OCC(=O)N(C)C1CCS(=O)(=O)C1 (stereo not given),-6%,-12%,-2%,-7%,?,-5%,2%,5%
COc1cccc(CN2CCN(C3CCN(c4cccc(C)c4C)CC3)CC2CCO)c1 (stereo not given),7%,8%,-1%,0%,-2%,-9%,1%,-17%
Cc1ccc(-c2csc3ncnc(SCC(N)=O)c23)cc1,-3%,10%,-2%,-5%,?,3%,-3%,-4%
COc1cccc(CN(C)CC(=O)Nc2cccc(C(F)(F)F)c2)c1OC,-16%,-2%,-2%,-7%,0%,6%,3%,12%
COc1ccccc1NC(=S)NNC(=O)c1ccc(Cl)cc1Cl,-13%,0%,0%,?,?,-8%,-5%,12%
O=C(Nc1cc(C(F)(F)F)ccc1N1CCOCC1)c1ccc(F)cc1,4%,1%,-8%,8%,1%,3%,0%,.
COCCn1c(C)cc(O)c(C(c2ccccc2)N2CCN(c3ccccc3)CC2)c1=O (stereo not given),2%,-8%,-1%,?,.,.,1%,.
CCc1cc2c(=O)c(-c3nc4ccccc4[nH]3)coc2c(CN2CCCCC2C)c1O (stereo not given),-5%,3%,-8%,-15%,.,6%,7%,0%
COc1ccc(OC)c(S(=O)(=O)NCc2cccnc2)c1,-2%,-1%,-1%,-10%,0%,-4%,-15%,0%

# Compounds were not picked by outcome; 8.5% or so of the library scored in one or more.
